GlmU inhibition – inhibition of mycobacterial GlmU enzyme – biochemical, glucosamine-1-phosphate acetyltransferase (AID 1376); M. tuberculosis GlmU acetyltransferase enzyme assay; higher % means a stronger effect; inhibition, %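 (tested at 30 µM in the primary screen)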; hits with a dose series show IC50 in µM; 220,000 compounds, 0.25% hits; in the data active = inhibition above about 13%;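 note: 0% = complete reaction with vehicle and 100% = reaction without substrate; strong numbers were not always called active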
RmlCD inh 1536 – M. tuberculosis RmlC/RmlD inhibition; P9WH09+P9WH11; RmlC+RmlD coupled enzyme assay, percent inhibition; primary screen in compound mixtures; inhibition, % at 3.6 µM; 160,000 compounds, 0.03% hits; AID 1533; in the data active = inhibition mostly above about 34%, no sharp cut-off; note: some results filed as inactive read as strong as hits
Target sequence (P9WH09 whole entry, looked up): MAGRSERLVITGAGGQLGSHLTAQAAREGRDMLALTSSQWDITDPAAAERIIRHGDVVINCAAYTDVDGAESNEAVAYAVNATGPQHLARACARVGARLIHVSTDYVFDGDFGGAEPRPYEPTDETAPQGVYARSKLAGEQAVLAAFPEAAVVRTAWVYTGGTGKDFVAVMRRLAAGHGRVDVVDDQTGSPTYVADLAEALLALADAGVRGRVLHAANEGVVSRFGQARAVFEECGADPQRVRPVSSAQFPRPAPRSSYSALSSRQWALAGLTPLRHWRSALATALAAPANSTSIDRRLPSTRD
Target sequence (P9WH11 whole entry, looked up): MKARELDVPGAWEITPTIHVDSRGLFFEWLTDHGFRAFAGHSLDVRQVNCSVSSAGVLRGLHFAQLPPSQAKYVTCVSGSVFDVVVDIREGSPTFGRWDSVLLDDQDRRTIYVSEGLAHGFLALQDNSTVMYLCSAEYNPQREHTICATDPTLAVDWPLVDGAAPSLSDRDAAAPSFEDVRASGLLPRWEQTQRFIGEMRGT
The depositor's hits bear a star; / = not tested or not shown.

no.	Compound	GlmU inhibition	RmlCD inh 1536
1	COC(=O)c1cc(NC(=O)c2ccccc2)c(=O)oc1C/C=N\OCc1ccc(Cl)cc1Cl	-9.4%	0.5
2	O=C(Cn1nc(-c2nn(CC(=O)c3ccccc3)c3[n+]2CCCCC3)[n+]2c1CCCCC2)c1ccccc1	-3.7%	1.3
3	Cc1ccc(NC(=O)c2sc(=S)n(-c3cc(C)ccc3F)c2N)cc1	-3.7%	8.8
4	CC1Cc2ccccc2N1C(=O)CCNS(=O)(=O)c1cccc2nsnc12 (configuration not stated)	0.0%	-6.2
5	O=C(NCCCN1CCOCC1)C(=O)NCc1ccco1	-3.1%	7.2
6	O=C(Cc1c(F)cccc1Cl)NCCCn1ccnc1	-2.0%	/
7	COc1ccc(CN2[C@@H](CC(=O)O)c3cc(F)ccc3S2(=O)=O)cc1	-0.7%	/
8	C=CCn1cnc2scc(-c3ccc(C)cc3)c2c1=O	-4.8%	6.5
9	CCC(C)NC(=O)C(Cc1ccccc1)n1cccc1 (configuration not stated)	-1.0%	5.9
10	Cc1ccc2nsnc2c1NC(=O)COc1ccccc1	2.2%	-6.8
11	CCCC(=O)Nc1ccc(NC(=S)NC(=O)c2ccccc2[N+](=O)[O-])cc1	-1.6%	6.5
12	COc1ccc(NC(=O)c2ccc(Cc3ccc(C)cc3)o2)cc1	-2.5%	/
13	COc1cccc(NC(=O)C2CCCN2C(=O)Nc2ccccc2F)c1 (configuration not stated)	3.4%	-9.4
14	CC1CC1c1ccc(/C=C(\C#N)C(=O)Nc2ccc(Cl)cc2)o1 (configuration not stated)	-2.6%	1.9
15	Cc1ccc(-n2c(SCC(=O)N3CCCc4ccccc43)nnc2-c2cccnc2)c(C)c1	1.0%	/
16	CC(=O)C1C(c2cn(-c3ccccc3)nc2-c2cccs2)NC(=O)NC1(O)C(F)(F)F (configuration not stated)	/	15.1
17	O=C(Nc1ccc(Cl)c(Cl)c1)OCc1cccnc1	4.5%	-12.6
18	Cc1ccc(C(=O)NCC(=O)N2CCN(c3ncccn3)CC2)s1	2.1%	/
19	CCOCCCNC(=O)c1cc2c(=O)n3cccc(C)c3nc2n1C	-1.6%	/
20	CCOC(=O)N1CCN(C(=O)CN(c2ccccc2)S(C)(=O)=O)CC1	-2.7%	20.2
21	N/C(=N\S(=O)(=O)c1cc(C(F)(F)F)cc(C(F)(F)F)c1)c1ccccc1	4.7%	-2.7
22	O=C(N/N=C/c1cn(-c2ccccc2)nc1-c1cccs1)c1ccccc1F	-4.2%	6.7
23	CCOC(=O)C1CCN(S(=O)(=O)c2ccc(C(C)=O)cc2)CC1	1.3%	/
24	O=C(Nc1ccccc1C(=O)N1CCCC1)c1cccc(S(=O)(=O)N2CCCCC2)c1	4.0%	11.2
25	COc1cccc(/C=N/NC(=O)CNC(=O)c2ccco2)c1O	4.2%	99.6
26	COc1ccc2c(c1OC)C(=O)N1N=C(c3ccc(O)cc3)CC21 (configuration not stated)	-3.0%	-12.0
27	O=C(CSc1ccc(-c2ccc(F)cc2)nn1)N1CCCc2ccccc21	-0.6%	-2.5
28	COc1ccc(CC(=O)N2N=C(C)CC2(O)C(F)(F)F)cc1OC (configuration not stated)	-0.3%	3.5
29	CCCn1nnc(NC(=O)COc2ccc(CC)cc2)n1	-0.4%	/
30	COc1ccc(C(=O)Nc2cccc(/C(C)=N/NC(=O)c3ccc([N+](=O)[O-])cc3)c2)cc1OC	2.3%	/
31	CCc1nc2ccccc2nc1N1CCN(S(=O)(=O)c2c(C)cc(Cl)cc2C)CC1	3.9%	-6.9
32	Cn1nc(C(=O)NCc2ccc(F)cc2)c2ccccc2c1=O	2.2%	12.1
33	COc1cccc(OC)c1C(=O)Nc1nc(COc2ccccc2)cs1	0.3%	2.3
34	COc1ccc(-c2nnn(CC(=O)N(CCN3CCOCC3)C(C(=O)NC3CCCCC3)c3ccco3)n2)cc1 (configuration not stated)	4.4%	5.9
35	O=C(CSc1nc(Cc2ccccc2)nc2ccccc12)Nc1nc2c(s1)CCCC2	-4.3%	6.4
36	Nc1nonc1N/N=C\c1ccccc1	-1.6%	-3.0
37	O=[N+]([O-])c1ccc(S(=O)(=O)N(CCCN2CCOCC2)Cc2cccs2)cc1	-0.1%	4.4
38	N#CC1=C(N)n2c(s/c(=C\c3ccco3)c2=O)=C(C#N)C1c1ccco1 (configuration not stated)	7.7%	40.3
39	COC(=O)C1=C(C)NC(=O)NC1c1ccc(OCC(=O)N2CCCCC2)cc1 (configuration not stated)	1.3%	-12.4
40	COC(=O)c1ccc(NC(=O)CCN2CCN(CCC(=O)Nc3ccc(C(=O)OC)cc3)CC2)cc1	-2.6%	/
41	CCOC(=O)c1cc2n(c1/N=C/N(C)C)-c1ccccc1C2=O	2.3%	/
42	CCOC(=O)Cc1csc(SCC(=O)NC(C)C23CC4CC(CC(C4)C2)C3)n1 (configuration not stated)	-1.0%	-9.4
43	CC(=O)Nc1cccc(C(=O)/C=C/c2ccc(C)cc2)c1	-2.5%	-5.5
44	Cc1ccc(C(=O)c2cc([N+](=O)[O-])ccc2N2CCOCC2)cc1	-5.6%	/
45	Cc1ccc(NC(=O)CSc2nc(N)cc(N)n2)cc1S(=O)(=O)N1CCOCC1	-3.4%	-3.0
46	O=c1c2cc3c(=O)n(-c4ccccc4O)c(=O)c3cc2c(=O)n1-c1ccccc1O	3.3%	-3.8
47	CC(C)c1cc(-c2cc(C(=O)Nc3ccccc3)on2)nc(NC2CCCC2)n1	3.5%	/
48	Brc1ccc(/C=N/Nc2ccccn2)cc1	1.6%	2.5
49	C/C(=N\Nc1cc(C(F)(F)F)ccc1Cl)c1ccccc1O	2.7%	/
50	Cc1ccc(C(C(=O)NCc2ccco2)N(C(=O)CNC(=O)c2cccs2)c2ccc(C)cc2)cc1 (configuration not stated)	0.0%	-5.4
51	COc1ccc(CSc2nnc(Cc3sc(-c4ccccc4)nc3-c3ccccc3)o2)cc1	1.4%	/
52	CC(=O)C1=C(C)NC(C)=C(C(C)=O)C1c1ccccc1	-0.2%	-20.5
53	CN(C)C(=O)CN1CCN(C(=O)CCl)CC1	0.5%	1.1
54	Clc1ccc(SCc2nc3ccccc3[nH]2)cc1	3.0%	9.8
55	COc1ccccc1N1CCN(C(=O)c2oc3ccccc3c2C)CC1	-1.9%	/
56	CCC1CCCCN1C(=O)CCc1nnc(C2CCCCC2)o1 (configuration not stated)	4.0%	5.5
57	COc1ccc2c(=O)c(-c3ccc4c(c3)OCO4)coc2c1	-1.8%	/
58	O=C(Cc1coc(-c2ccc(F)cc2)n1)NCc1ccccc1	-2.1%	-13.3
59	Cc1cc(OCC(O)CN2C(C)CCCC2C)ccc1C(C)C (configuration not stated)	-3.2%	-12.8
60	CN(Cc1ccccc1)C(=S)Nc1ccc(OC(F)F)cc1	9.7%	-5.6

The results go on.
no.	Compound	GlmU inhibition	RmlCD inh 1536
61	OCCN(CCO)c1nc2ccccc2[nH]1	1.8%	-2.1
62	NC(=O)c1ccc(NC(=O)COC(=O)CCc2ccc(S(=O)(=O)N3CCCCC3)cc2)cc1	-2.7%	-0.3
63	COc1ccc(C(=O)/C=C/c2ccc(F)cc2)c(OC(=O)c2ccc([N+](=O)[O-])cc2)c1	2.1%	2.1
64	CCN(Cc1ccccc1)C(=O)c1ccc(SC)cc1OC	-6.2%	5.1
65	Cc1ccc(C(=O)NCc2n[nH]c(=S)n2-c2ccccc2)cc1[N+](=O)[O-]	8.4%	-4.8
66	CC(C(=O)Nc1ccccc1)N(C)CCOc1ccc(Br)cc1 (configuration not stated)	-2.4%	/
67	CC1=C(C#N)CCC(=O)N1Cc1c(C)cc(C)cc1C	1.2%	/
68	O=C(CN1CCN(C(=O)c2ccco2)CC1)Nc1ccc(Cl)c(S(=O)(=O)N2CCOCC2)c1	-3.3%	41.1
69	NC(=S)N=Nc1c(O)[nH]c2ccc(F)cc12	-3.9%	5.9
70	COc1cc(/C=N/n2c(-c3ccccc3)n[nH]c2=S)cc(OC)c1OC	2.8%	7.3
71	CCOC(=O)c1cnc(SC)nc1Oc1cccc(NC(=O)c2ccc(C)cc2)c1	-3.3%	11.7
72	O=C(CO/N=C/c1ccc(Cl)cc1Cl)NNC(=O)c1ccc(Cl)cc1Cl	-2.2%	11.2
73	COc1ccc(OC)c(NC(=O)COC(=O)CSc2ccc(Cl)cc2)c1	2.8%	/
74	CC1CCCN(C(=O)CNC(=O)Cn2ccc3ccccc3c2=O)C1 (configuration not stated)	-0.8%	-5.0
75	Cc1nnc(N/N=C/c2cccs2)[nH]c1=O	0.6%	9.0
76	CN(Cc1ccc(Cl)cc1)C(=O)CCl	-3.8%	/
77	CCOCCCNC(=O)c1cc2sc(Cl)cc2n1CC	-0.5%	-1.2
78	Cc1ccc(OCC(=O)Nc2nnc(-c3ccco3)s2)cc1	-0.4%	-5.6
79	Cc1onc(-c2ccccc2Cl)c1C(=O)OCC(=O)c1c(N)n(C)c(=O)n(C)c1=O	1.3%	-3.2
80	Cc1ccccc1-c1nnn(CC(=O)Nc2ccc3c(c2)OCO3)n1	-1.4%	8.5
81	CC1CCN(C(=O)c2ccc(N3C(=O)C4CCC(C)CC4C3=O)cc2)CC1 (configuration not stated)	1.6%	-0.9
82	O=c1[nH]c(CN2CCN(S(=O)(=O)/C=C/c3ccccc3)CC2)nc2ccccc12	-2.2%	-9.7
83	COc1cccc(N(CC(=O)N2CCN(C)CC2)S(=O)(=O)c2ccccc2)c1	-1.5%	/
84	COc1ccc(CN2C(=O)c3ccccc3C2C(=O)NC2CCCC(C)C2C)c(OC)c1 (configuration not stated)	7.5%	-10.2

Profiles from above. Values in the order: GlmU inhibition | RmlCD inh 1536
`COc1ccc(CN2C(=O)c3ccccc3C2C(=O)NC2CCCC(C)C2C)c(OC)c1` (configuration not stated) in the list: 7.5% | -10.2
`CCCC(=O)Nc1ccc(NC(=S)NC(=O)c2ccccc2[N+](=O)[O-])cc1` in the list: -1.6% | 6.5
`O=[N+]([O-])c1ccc(S(=O)(=O)N(CCCN2CCOCC2)Cc2cccs2)cc1` in the list: -0.1% | 4.4
`OCCN(CCO)c1nc2ccccc2[nH]1` in the list: 1.8% | -2.1

Next results
no.	Compound	GlmU inhibition	RmlCD inh 1536
85	Cc1ccc(-c2nnc(N3CCN(C(=O)CN4CCOCC4)CC3)c3ccccc23)cc1	0.1%	/
86	NC(=O)COn1c(SCC(N)=O)nc2ccccc2c1=O	2.5%	14.6
87	O=C(Nc1cnn(Cc2ccc(F)cc2)c1)c1cc2nc(-c3ccco3)cc(C(F)(F)F)n2n1	0.5%	-4.7
88	Cc1ccc2cc(C#N)c(SCC(=O)N3CCCc4ccccc43)nc2c1C	/	-5.9
89	NC1=NC(=Nc2cccc(S(=O)(=O)N3CCOCC3)c2)c2ccccc21	8.1%	-7.2
90	COc1ccc(C2c3c(C)nn(-c4ccccc4)c3NC(=O)N2c2ccccc2)cc1 (configuration not stated)	-5.9%	-9.0
91	CCOC(=O)C1=C(O)/C(=C/c2cc(OC)c(OC)c(OC)c2)SC1=Nc1ccc(OC)cc1	/	-2.5
92	CCCP(=O)(CC(=O)O)c1ccccc1 (configuration not stated)	7.5%	-7.0
93	CN(/C=C1/C(=O)CNC1=O)CCO	-3.5%	-1.0
94	C=CCn1c(COc2cccc3cccnc23)nnc1SCC(=O)OC	6.8%	11.3
95	O=C(Cn1c(CC(=O)N2CCOCC2)nc2ccccc21)Nc1ccc2c(c1)OC(F)(F)O2	-0.5%	8.5
96	N#Cc1c(NCc2ccccc2)ccnc1NCc1cccnc1	2.3%	2.5

A few values from the entries so far:
`O=C(N/N=C/c1cn(-c2ccccc2)nc1-c1cccs1)c1ccccc1F` @ RmlCD inh 1536: 6.7
`CC(=O)C1=C(C)NC(C)=C(C(C)=O)C1c1ccccc1` @ GlmU inhibition: -0.2%
`O=C(Cc1coc(-c2ccc(F)cc2)n1)NCc1ccccc1` @ RmlCD inh 1536: -13.3

More compounds follow:
no.	Compound	GlmU inhibition	RmlCD inh 1536
97	O=[N+]([O-])c1ccc(Cl)c(/C=N/N2CCN(Cc3ccccc3)CC2)c1	0.5%	/
98	COc1cc(-c2[nH]nc3c2C(c2ccoc2)C(C#N)=C(N)O3)cc(OC)c1OC (configuration not stated)	6.0%	/
99	COc1ccc(CCNC(=O)CSc2nc(C)nc3sccc23)cc1OC	2.6%	/
100	CCOC(=O)c1cc(-c2ccc(C)cc2)n(CCC(=O)NC(C)CC)c1C (configuration not stated)	-4.7%	/
101	O=C(Cc1c[nH]c2ccccc12)Nc1nnc(C2CC2)s1	-3.5%	-3.6
102	Cc1ccc(/C=C/C(=O)Nc2ccc(S(N)(=O)=O)cc2)o1	-4.6%	-8.6
103	CCOc1ccc(NC(=O)CC2C(=O)N(C)C(=S)N2Cc2ccco2)cc1 (configuration not stated)	0.6%	0.9
104	CCOC(=O)c1cc(-c2csc(-c3cccc(Cl)c3)n2)on1	-2.7%	-6.9
105	COc1ccc(/C=N/NC(=O)Cn2c(Cc3ccc(OC)c(OC)c3)nc3ccccc32)cc1	-4.2%	/
106	CC1CCN(CC(=O)Nc2ccc(N3CCCCCC3)cc2)CC1	-2.0%	-10.7
107	CCOCCCNC(=O)c1c[nH]c2ccc(C)cc2c1=O	1.8%	/
108	CN(c1ccc(C(=O)NCC2CCCO2)cc1)S(=O)(=O)c1ccccc1 (configuration not stated)	-1.9%	1.5
109	Fc1ccc(Nc2nc(Oc3ccc4c(c3)OCO4)nc(N3CCOCC3)n2)c(F)c1	-3.4%	-11.5
110	O=C(CCNC(=O)Cn1ccc2ccccc2c1=O)NCCCN1CCN(c2ccc(F)cc2)CC1	-1.6%	12.6
111	COc1ccccc1N1CCN(c2nc3c(C)cccn3c(=O)c2C=O)CC1	4.1%	1.6
112	O=C(NCC1CCCO1)c1cc(S(=O)(=O)N2CCCC2)c(Cl)cc1Cl (configuration not stated)	-1.9%	-3.2
113	CC(C)OC(=O)COc1ccc(-c2ccccc2)cc1	0.1%	/
114	O=c1c2ccccc2nnn1CSc1nc2ccccc2c(=O)n1CCCO	3.6%	1.5
115	COc1ccccc1CNC(=O)N[C@@H](Cc1ccccc1)C(=O)O	4.6%	/
116	FC(F)(F)c1nnc2sc(-c3ccco3)nn12	3.5%	6.0

This is a subset. The share of hits here may be higher or lower than overall.
